# Bioassay records deposited in PubChem BioAssay by several laboratories.
# Furin inh = inhibitors of human furin; purified furin, fluorogenic substrate cleavage; actives 0.061% (n = 220,000); inhibition, % at 30 µM; in the data active = inhibition above about 25%; note: inactives centre near -15
# BaF3 parental = counter-screen for JAK2V617F inhibitors: parental Ba/F3 viability inhibitors; CellTiter-Glo ATP luminescence; inhibition, % at 5.6 µM; actives 1.1% (n = 220,000);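 active = inhibition above a per-campaign cutoff, the mean inhibition of all tested compounds plus 3 SD, cut at about 27% in these data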;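 note: 0% = DMSO wells and 100% = JAK Inhibitor I control wells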
# Ba/F3 V617F tox = loss of viability in JAK2V617F-driven Ba/F3 cells; actives 1.1% (n = 220,000); inhibition, % at 5.6 µM; Ba/F3 EpoR-JAK2V617F viability, ATP luminescence;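 active = inhibition above the campaign mean plus 3 SD over all tested compounds, cut at about 24% in these data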;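 note: cytokine-independent growth of Ba/F3 cells driven by EpoR plus mutant JAK2; 0% = DMSO-treated cells and 100% = JAK inhibitor I control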
# p97 ATPase inh = human p97 ATPase inhibition | P55072 | inhibition, % at 8 µM | actives 0.42% (n = 220,000) | recombinant p97 ATPase, Kinase-Glo ATP luminescence, 3 h | AID 1481; in the data active = inhibition above about 15%;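 note: 0% = DMSO vehicle and 100% = wells lacking enzyme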
# PPC-1+TRAIL kill = kills PPC-1 cancer cells in the presence of TRAIL. PPC-1 cells + TRAIL, ATPLite viability luminescence. cell killing (% activity), % at 4 µM. actives 0.41% (n = 220,000);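 active = cell killing above 50% in the first pass at 4 µM, then a duplicate retest at 5 µM averaging 50% or more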;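 note: plate controls were cells with TRAIL plus DMSO for no effect and medium-only wells lacking cells for full effect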
# RBBP9 inh = human RBBP9 hydrolase inhibition. recombinant RBBP9, FP-Rh probe fluorescence polarization. inhibition, % at 7.94 µM. actives 0.2% (n = 220,000);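 active = inhibition above the campaign mean of all tested compounds plus 3 SD, cut at about 14% in these data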;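 note: plate controls were DMSO wells with RBBP9 for no effect and wells lacking RBBP9 protein for full effect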
# Target sequence (O75884 whole entry, looked up): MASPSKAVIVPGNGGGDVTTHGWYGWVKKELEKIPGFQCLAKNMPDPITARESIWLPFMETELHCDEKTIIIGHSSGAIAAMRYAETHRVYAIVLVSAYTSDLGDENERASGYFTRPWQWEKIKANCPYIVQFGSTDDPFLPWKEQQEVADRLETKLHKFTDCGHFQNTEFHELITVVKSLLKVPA
#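 Measured by: FP readout at 525/598 nm; material: recombinant human RBBP9; also added: Serine-hydrolase probe FP-Rh, 375 nM pre-mixing; medium: Tris buffer pH 8.0, NaCl, Pluronic; replication: one well per compound; doses: one concentration, 7.94 µM nominal, 0.794% DMSO; timing: preincubation 30 min plus labeling 45 min at 25 °C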
# EP2 antag = EP2 receptor (human) inhibition; P43116; C6 glioma cells expressing human EP2, cAMP TR-FRET; cells stimulated with saturating PGE2; inhibition, % at 25 µM; actives 0.52% (n = 260,000);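 active = percent inhibition above 40 after rounding to a whole number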;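 note: rat C6 glioma host cells with rolipram phosphodiesterase inhibitor present; the protocol text gives 20 µM as final concentration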
# Target sequence (P43116 whole entry, looked up): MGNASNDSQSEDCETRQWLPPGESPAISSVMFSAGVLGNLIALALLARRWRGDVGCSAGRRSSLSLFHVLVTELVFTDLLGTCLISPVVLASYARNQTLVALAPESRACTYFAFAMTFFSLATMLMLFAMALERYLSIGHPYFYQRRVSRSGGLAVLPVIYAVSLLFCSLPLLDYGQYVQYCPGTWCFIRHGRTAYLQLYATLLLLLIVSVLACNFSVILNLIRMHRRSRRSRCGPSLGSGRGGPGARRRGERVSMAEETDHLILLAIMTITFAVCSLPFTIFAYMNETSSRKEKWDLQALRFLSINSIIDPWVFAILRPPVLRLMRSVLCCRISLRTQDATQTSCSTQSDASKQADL
# Tb hexokinase = T. brucei hexokinase 1 inhibition. recombinant TbHK1, G6PDH-coupled NADH A340. inhibition, % at 10 µM. actives 0.11% (n = 220,000);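 active = inhibition of 50% or more in the single-dose primary screen; inactive = inhibition below 50%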
# p47phox inh = p47phox (human) inhibition. P14598. p47phox/p22phox peptide binding, fluorescence polarization, 2 h. inhibition, % at 24.7 µM. actives 0.53% (n = 220,000). AID 1274;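 active = inhibition above about 30%, limit read from the data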;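 note: 0% = p47phox with labelled peptide and 100% = labelled peptide alone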
# Target sequence (P14598 whole entry, looked up): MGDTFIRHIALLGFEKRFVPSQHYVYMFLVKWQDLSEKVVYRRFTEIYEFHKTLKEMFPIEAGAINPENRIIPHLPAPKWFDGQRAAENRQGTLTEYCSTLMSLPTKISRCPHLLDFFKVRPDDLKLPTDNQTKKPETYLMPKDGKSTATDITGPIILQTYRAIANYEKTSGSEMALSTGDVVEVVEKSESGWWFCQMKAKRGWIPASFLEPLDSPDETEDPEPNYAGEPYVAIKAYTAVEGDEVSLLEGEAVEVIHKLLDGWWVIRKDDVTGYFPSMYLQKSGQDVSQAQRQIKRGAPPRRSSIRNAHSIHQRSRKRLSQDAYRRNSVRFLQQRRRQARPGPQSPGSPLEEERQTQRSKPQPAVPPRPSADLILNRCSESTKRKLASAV
# An asterisk follows results filed as active; . = not tested or not shown; & = joins results of further samples; [ ] = another dose, or the depositor's remark. An excerpt, so the mix of outcomes need not match the whole.
1. O=S1(=O)NC(=NCCc2ccccn2)c2ccccc21
2. CCCCc1nc2ccccc2c(NC(=O)CN2CCN(C)CC2)c1CCC
3. CCOc1ccccc1Nc1ccc(C(=O)O)cc1[N+](=O)[O-]
4. O=C(NC1CCCC1)C(c1ccncc1)N(Cc1ccccc1)C(=O)c1ccc(-c2ccccc2)[nH]1 (stereo unspecified)
5. CS(=O)(=O)N1CCc2cc(S(=O)(=O)Nc3ccc4c(c3)OCCO4)ccc21
6. COc1cccc(C(=O)/C=C/Nc2ccc(S(=O)(=O)Nc3nc(C)cc(C)n3)cc2)c1
7. O=C(Oc1ccnc2cc(Cl)ccc12)N1CCOCC1
8. O=c1[nH]c2ccccc2nc1/C=C(\O)c1cccs1
Compound,1,2,3,4,5,6,7,8
Furin inh,-27,-3,-12,-18,-17[20 µM],-2,-26,-10
BaF3 parental,10,3,-3,3,15,7,-3,3
Ba/F3 V617F tox,2,-1,-3,-3,12,1,2,1
p97 ATPase inh,0,0,-2,5,6,0,8,-1
PPC-1+TRAIL kill,-6,21,3,0,5,0,18,14
RBBP9 inh,-6,5,-12,-5,5,-4,-3,-9
EP2 antag,16,4,1,5,19,16,7,8
Tb hexokinase,-2,-2,-8,-17,2,15,-1,-14
p47phox inh,-3,-16,1,-24,-8,-16,-2,-22

9. COc1ccc([N+](=O)[O-])cc1NC(=O)C1(c2ccccc2)CCOCC1
10. CCn1c(CNC(=O)c2cccs2)nnc1SCC(=O)Nc1ccc(Cl)cc1
11. O=C(c1cccnc1)N(Cc1ccccc1)c1ccccc1
12. COc1cc2ccccc2cc1C(=O)NC(=S)Nc1cc(C(=O)O)ccc1C
13. NC(=O)CCn1c(=O)oc2ccccc21
14. CN(CC(=O)NC1CCCCCC1)S(=O)(=O)c1ccc2c(c1)n(C)c(=O)c(=O)n2C
15. CCCCCN=C(C)c1c(O)c2ccccc2oc1=O
16. COc1ccc(N2C(=O)/C(=C/c3ccc([N+](=O)[O-])cc3)N=C2C)c(OC)c1
Compound,9,10,11,12,13,14,15,16
Furin inh,10,-29[20 µM],-12[20 µM],-11,-17[20 µM],-28,-11,-16
BaF3 parental,5,6,4,1,1,2,3,3
Ba/F3 V617F tox,1,-1,1,0,-2,-2,-1,3
p97 ATPase inh,4,2,-2,-6,1,0,7,-2
PPC-1+TRAIL kill,-5,8,21,3,-2,16,15,17
RBBP9 inh,-5,-3,-8,-15,11,-8,-4,-3
EP2 antag,11,10,8,2,6,12,16,3
Tb hexokinase,-10,1,0,-4,6,-24,-9,-11
p47phox inh,1,-4,-11,-8,68*,-11,-4,-10

17. O=C(CCCN1C(=O)c2ccccc2C1=O)OC1CSCC1NC(=O)c1ccccc1 (stereo unspecified)
18. O=C(NCc1ccco1)c1cc(C(=O)C2CCCCC2)c[nH]1
19. O=C(NNC(=O)c1cc(-c2ccco2)nc2ccccc12)c1ccccc1
20. CCCN(CC1CC1)C(=O)CSc1ncnc2sc(C)c(C)c12
21. COc1ccc(/C=N/NC(=O)c2c([N+](=O)[O-])c(C)nn2C)cc1
22. O=C(NNS(=O)(=O)c1ccccc1)c1cc2cc3ccccc3nc2s1
23. Cc1ccc(C(C)C)c(OC/C(O)=C(\C#N)c2nc3ccccc3[nH]2)c1
24. O=C(CSc1nnc(CNc2ccccc2)o1)N1CCN(C(=O)c2ccco2)CC1
Compound,17,18,19,20,21,22,23,24
Furin inh,-14[20 µM],-17[20 µM],-34,-20[20 µM],-12,-3[20 µM],-15,-18[20 µM]
BaF3 parental,0,4,4,5,7,2,-1,4
Ba/F3 V617F tox,0,-2,1,-2,2,-4,0,1
p97 ATPase inh,-2,-1,9,-1,0,1,-1,-5
PPC-1+TRAIL kill,-4,-12,-5,-19,-19,2,4,17
RBBP9 inh,-6,-5,-3,-4,1,-3,1,-11
EP2 antag,19,4,7,5,5,9,9,1
Tb hexokinase,-2,-8,-29,-1,-18,-22,-9,2
p47phox inh,-8,-3,-8,-6,-6,2,-11,-11

# The last 4 entries of the part before open the next one.
21. COc1ccc(/C=N/NC(=O)c2c([N+](=O)[O-])c(C)nn2C)cc1
22. O=C(NNS(=O)(=O)c1ccccc1)c1cc2cc3ccccc3nc2s1
23. Cc1ccc(C(C)C)c(OC/C(O)=C(\C#N)c2nc3ccccc3[nH]2)c1
24. O=C(CSc1nnc(CNc2ccccc2)o1)N1CCN(C(=O)c2ccco2)CC1
25. COC(CNC(=O)C(=O)NCC1OCCN1C(=O)c1ccc(Cl)cc1)OC (stereo unspecified)
26. CCC(=O)Nc1nc2ccc(NC(C)=O)cc2s1
27. CC(C)CNC(=O)NC1(C(F)(F)F)Oc2ccccc2O1
28. O=C(CN1CCOCC1)N1CCCc2c1c(=O)oc1ccc(OCc3ccccc3)cc21
29. CCCCC1=CC2=C(c3ccco3)C(=O)C(C)(OC(=O)c3ccc(OC)cc3)C(=O)C2=CN1C(CO)CO (stereo unspecified)
30. CCOC(=O)c1c(N)c(C#N)nn1-c1ccccc1C(=O)OC
31. CCN1CCN(c2cc(C)c3cc(NC(=O)c4cncc(Br)c4)ccc3n2)CC1
32. CCOC(=O)C1(Cc2ccccc2C(F)(F)F)CCN(C(=O)c2cc(C(C)=O)n[nH]2)CC1
Compound,21,22,23,24,25,26,27,28,29,30,31,32
Furin inh,-12,-3[20 µM],-15,-18[20 µM],-15,-10,-20,-25[20 µM],-20,-8[20 µM],-25,-29
BaF3 parental,7,2,-1,4,7,1,0,2,.,0,10,2
Ba/F3 V617F tox,2,-4,0,1,1,-1,-2,-3,.,-5,-2,-1
p97 ATPase inh,0,1,-1,-5,-5,5,3,-3,.,-1,1,1
PPC-1+TRAIL kill,-19,2,4,17,0,1,6,-6,1,10,37,.
RBBP9 inh,1,-3,1,-11,-12,-2,4,5,.,-7,6,0
EP2 antag,5,9,9,1,14,7,21,2,10,9,.,8
Tb hexokinase,-18,-22,-9,2,1,5,-1,-33,-20,-7,-21,-1
p47phox inh,-6,2,-11,-11,2,-12,-10,-7,-10,-5,-39,-3

33. CNC(=S)c1cc(C(C)(C)C)c(O)c(C(C)(C)C)c1
34. COc1ccc(C(=O)CSc2nc3nc(C)cc(C)c3c(=O)[nH]2)cc1OC
35. Cc1ccc(S(=O)(=O)NCCN2CCOCC2)cc1C
36. CN1CCN(CCCCOc2ccccc2-c2ccccc2)CC1
37. COCCn1c(=O)[nH]c2cc(C(=O)NCCN3CCN(c4ccccc4)CC3)ccc2c1=O
38. Cc1ccccc1C(=O)N=c1sccn1C
39. CN(C)/C(Cn1cncn1)=C1/N=C(c2ccccc2)OC1=O
40. O=C(CSc1nc2ccc(Cl)cc2[nH]1)NCCc1ccccc1
Compound,33,34,35,36,37,38,39,40
Furin inh,-25,-23[20 µM],-8,-21,-18,-15[20 µM],-5,-13
BaF3 parental,1,1,3,4,3,5,1,6
Ba/F3 V617F tox,-3,-3,-3,-2,-4,4,2,0
p97 ATPase inh,3,3,5,4,4,2,2,3
PPC-1+TRAIL kill,-6,.,6,8,13,8,12,-6
RBBP9 inh,-9,-7,0,-5,-3,-6,-3,-2
EP2 antag,5,.,16,4,9,9,3,5
Tb hexokinase,-11,1,-1,5,-14,-14,-42,8
p47phox inh,1,.,-13,0,-13,110*,4,-16

41. O=C(CCc1nc2ccccc2[nH]1)NCc1ccc2c(c1)OCO2
42. CCN(CCn1cccn1)Cc1cn[nH]c1-c1ccc(-c2ccccc2)cc1
43. COC(=O)CCCC1=CC2=CC(=O)C(C)(OC(=O)c3cccs3)C(=O)C2=CN1c1ccc(OC)cc1 (stereo unspecified)
44. CCn1c(SCC(=O)N/N=C/c2c[nH]c3ccccc23)nnc1-c1ccc(C)cc1
45. Cc1ccc(S(=O)(=O)Nn2cnnc2)cc1
46. COc1ccccc1CN(C)C(C)C(=O)Nc1cccc(C(C)=O)c1 (stereo unspecified)
47. CC(=O)OC1CCC(OC(C)=O)c2c1n([O-])c(C)c(C)[n+]2=O (stereo unspecified)
48. CC(/C=C\c1ccccc1)=C/C(=O)O
Compound,41,42,43,44,45,46,47,48
Furin inh,-7,-1,-1,-16,-12,-27,7,2
BaF3 parental,7,7,.,6,2,5,2,-3
Ba/F3 V617F tox,-3,2,.,2,-5,2,-1,2
p97 ATPase inh,6,-7,.,0,4,-4,6,-4
PPC-1+TRAIL kill,14,9,-1,.,1,5,7,6
RBBP9 inh,-4,-8,.,-9,0,-9,4,-6
EP2 antag,11,3,5,6,11,8,9,2
Tb hexokinase,-3,6,-34,-14,-6,0,34,-2
p47phox inh,1,-8,0,-5,-6,-20,8,-15

49. COc1ccccc1N=c1oc2c(OC)cccc2cc1C(=O)NCc1ccco1
50. O=C(COc1cc(Cl)ccc1Cl)Nc1ccc2c(c1)CCC2
51. CCOC(=O)c1c(CN2CCCCC2)n(C)c2ccc(OC)c(S(=O)(=O)c3ccccc3)c12
52. O=c1[nH][nH]cc1C=NCc1cccnc1
53. CCCCOC(=O)Nc1ccc(S(=O)(=O)Nn2cnnc2)cc1
54. Cc1ccccc1C1NC(=O)Cc2ccccc21 (stereo unspecified)
55. CCOc1cccc(/C(O)=C2/C(=O)C(=O)N(CCN3CCOCC3)C2c2ccncc2)c1 (stereo unspecified)
56. S=C(Nc1ccccc1)Nn1cnnc1
Compound,49,50,51,52,53,54,55,56
Furin inh,-21,-18,0,-23,-12,-16[20 µM],-13,-20
BaF3 parental,11,3,12,6,4,2,7,10
Ba/F3 V617F tox,-4,-1,4,1,5,-1,-1,-5
p97 ATPase inh,0,2,-5,4,-1,-2,-2,3
PPC-1+TRAIL kill,15,26,14,-2,11,-8,15,9
RBBP9 inh,-4,-9,-11,-1,-2,-8,-7,-2
EP2 antag,0&5,7,7,2,6,8,7,6
Tb hexokinase,-14,-3,-14,-17,3,-4,-24,3
p47phox inh,0,-13,-2,-2,-4,0,-4,-4

57. CC(=O)c1ccc2c3c(cccc13)C(=O)N(c1c(C)nn(C)c1C)C2=O
58. O=C(Cn1nc(-c2ccc(Cl)cc2)ccc1=O)NCCCN1CCN(Cc2ccccc2)CC1
59. CCOC(=O)c1c(-c2ccccc2)csc1NC(=O)CSc1nc(N)cc(N)n1
60. COc1cccc(C(=O)Nc2cccc(OC(C)=O)c2)c1
61. CCOc1cc(S(=O)(=O)NC2CCCCCC2)ccc1F
Compound,57,58,59,60,61
Furin inh,-26[20 µM],-19,-15,-27[20 µM],-7[20 µM]
BaF3 parental,-1,6,5,6,9
Ba/F3 V617F tox,-1,-2,-3,4,4
p97 ATPase inh,2,0,3,-1,-5
PPC-1+TRAIL kill,32,-3,15,-8,6
RBBP9 inh,-11,-11,-9,-12,-12
EP2 antag,11,.,7&6,0,11
Tb hexokinase,-35,-4,7,2,8
p47phox inh,-9,-5,-9,-7,-17

# Records listed so far printed as active in p47phox inh:
nr | canonical_smiles | Furin inh | p97 ATPase inh | RBBP9 inh | Tb hexokinase | p47phox inh
13 | NC(=O)CCn1c(=O)oc2ccccc21 | -17[20 µM] | 1 | 11 | 6 | 68*
38 | Cc1ccccc1C(=O)N=c1sccn1C | -15[20 µM] | 2 | -6 | -14 | 110*
